Source: PubChem
Insulin prom up: MIN6 insulin promoter up-regulation; MIN6 insulin promoter-GFP reporter, high-content imaging; active compounds read high; z-score at 5 µM; 190,000 tested, 0.3% active; AID 1625;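 active = z-score above 3 at 5 µM with at least 500 cells counted in the well; inconclusive = wells under 500 cells, flagged as cytotoxic or low count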
Myeloid diff 2: myeloid differentiation induction; ER-HoxA9 myeloid progenitors, lysozyme-GFP differentiation, flow cytometry; calls only at 10 µM; 360,000 tested, 1% active;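 active = normalized GFP-positive differentiation at or above the plate's own cutoff, the solvent-only control mean plus 3 SD; inconclusive = no clear call, values can overlap the other calls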;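 also: cells exposed to compound for four days before flow analysis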
human PMI inhibition: MPI enzyme activity inhibition – biochemical, fluorescence intensity, coupled assay, primary screen (AID 1209). inhibition, % at 20 µM, or IC50 in µM where a hit was titrated. purified PMI enzyme, coupled fluorescence intensity; higher % means a stronger effect. 190,000 tested, 0.42% active; in the data active = inhibition above about 50%;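 also: plate controls were DMSO vehicle for no effect and wells lacking substrate for full effect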
b-catenin transl: alters nuclear translocation of beta-catenin in HeLa cells | immunofluorescence imaging | nuclear translocation activity, % at 5 µM | 190,000 tested, 0.3% active;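 active = nuclear translocation activity above 50% at 5 µM, with a well cell count of 50 or more; inconclusive = wells under 50 cells across six images, flagged as toxic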;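 also: per-cell ratio of nuclear to cytoplasmic median beta-catenin stain intensity; plate controls were DMSO negative control for no effect and GSK-3 inhibitor IX positive control for full effect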
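Signal – beta-catenin immunofluorescence imaging with DAPI · Test system – human HeLa cell line · Dosing – 5 µM primary single dose, 0.1% DMSO, 0.02–20 µM confirmation series · Measure – % activation, nuclear-to-cytoplasmic median beta-catenin signal ratio per cell · Incubation – 24 h compound exposure at 37°C, 5% CO2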
Hep lipid drop: modulators of hepatic lipid droplet formation; AML12 mouse hepatocytes, oleate lipid droplets, BODIPY imaging; inhibition, % at 6.5 µM; 240,000 tested, 0.4% active; AID 1656;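 active = lipid droplet intensity inhibited by at least 50%, with more than 500 cells counted; inconclusive = wells with under 300 cells, treated as cytotoxic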
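Assay system: AML12 hepatocytes (mouse); Probe or stimulus: oleic acid at 100 µM to induce lipid droplet formation; Dosing: compound at 6.5 µM only; Schedule: compound with oleate, overnight; Detection: fluorescence imaging, 20x objective, two fields per well; Measure: % inhibition of lipid droplet signal.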
T cell modulator: modulates CD8 T cell binding to vesicles. calls only at 7 µM. 330,000 tested, 0.068% active. AID 2052. 2C CD8+ T cell-vesicle binding, flow cytometry; active compounds read low;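 active = response, share of CD8 T cells binding vesicles, and their 90th percentile fluorescence all below set limits, cut at about 80% in these data, passing the limit was not always enough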
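System: murine 2C transgenic CD8+ T lymphocytes; also added: QL9-loaded Drosophila micro-vesicles; times: binding 1.5 h at 37 °C; measured by: flow cytometry, PE anti-B7-1 (FL2) versus Alexa647 anti-CD8 (FL8), PFA-fixed; control set: Peptide-free naked vesicles (low) and QL9 vesicles with 0.7% DMSO vehicle (high)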
Dynein cargo inh: dynein cargo transport inhibition | 3617.4 mouse cells, GR-EGFP nuclear translocation imaging; test concentration mostly 20 µM; stimulated with dexamethasone, 1 µM; active compounds read low | z-score, hits read low | 220,000 tested, 0.47% active;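 active = plate z-score of nuclear minus cytoplasmic receptor signal below a set negative limit, without overly bright fluorescence or cell loss, cut at about -3.5 in these data, passing the limit was not always enough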;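 also: z-score of nuclear minus cytoplasmic ring GR-EGFP intensity difference per well; some compounds called inactive have numbers as strong as hits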
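Also added: dexamethasone, 1.0 µM final. Medium: tet-free, stripped-serum medium. Detection: fixed, Hoechst-stained cells imaged at 10x for EGFP. Read-out: nuclear-to-cytoplasmic GR-EGFP distribution per well. Times: induction 48 h, compound 1 h, agonist 30 min.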
TNAP activation fold: stimulation of alkaline phosphatase TNAP activity – biochemical, luminescent, no phosphate acceptor, uHTS, primary screen (AID 1001) | purified TNAP, luminescent activation assay, no phosphate acceptor; higher activation fold means a stronger effect | activation fold at 20 µM, or EC50 in µM where a hit was titrated | 200,000 tested, 0.03% active; in the data active = activation fold from about 3, or a potency from the dose series; inactive = the rest, 99 in 100 with activation fold below about 1.6; also: many of its hits are not listed in these tables
MT stabilize HCS: microtubule stabilizers in HeLa cells; HeLa tubulin immunostaining HCS, 24 h; share of cells brighter than vehicle mean+2SD; % tubulin-high responders, % at 10 µM; 200,000 tested, 0.83% active; AID 2205;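 active = plate Z-score above 3 for both tubulin-high and condensed-nucleus cell shares, with cell loss under 80%, at 10 µM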;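 also: anti alpha tubulin signal scored within the nucleus-defined area of each cell; some results filed as inactive read as strong as hits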
Dynein cargo inh cytoplasmic EGFP: also measured in Dynein cargo inh; calls as there; z-score; measured here: cytoplasmic GR-EGFP intensity; active compounds read high
Dynein cargo inh nuclear GR-EGFP: further read-out of Dynein cargo inh, marked with its call; z-score; measured here: nuclear GR-EGFP intensity;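 lower value marks the stronger effect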
Dynein cargo inh cell count: second read-out of Dynein cargo inh, no call of its own (marks repeat the call); z-score; measured here: cell count per field
Insulin prom up cell count: recorded beside Insulin prom up, whose call it bears; cell count; measured here: cytotoxicity, nuclei count;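 total cells summed across four imaged fields per well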
Hep lipid drop cells 6.5 µM: also measured in Hep lipid drop; calls as there; cell count; measured here: cell count, cytotoxicity flag;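 cells counted across two imaged fields per well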
b-catenin transl cell count 5 µM: further read-out of b-catenin transl, marked with its call; cell count; measured here: cell count, cytotoxicity flag
T cell modulator vesicle-bound %: also measured in T cell modulator; calls as there; double positive events, %; measured here: CD8+ vesicle-bound cell fraction;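 binding gate set so that unloaded-vesicle control wells show 10% double positive cells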
MT stabilize HCS Hoechst-high %: also measured in MT stabilize HCS; calls as there; % Hoechst-high responders; measured here: nuclear condensation Hoechst responders;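 share of cells brighter than vehicle mean plus two SD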
MT stabilize HCS cytotoxicity %: second read-out of MT stabilize HCS, no call of its own (marks repeat the call); toxicity, %; measured here: cytotoxicity by cell density;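 0% = mean cell density of plate MIN control wells and 100% = no cells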
Myeloid diff 2 GFP+ MAC1+ %: further read-out of Myeloid diff 2, marked with its call; GFP+ MAC1+ double positive, %; measured here: differentiation confirmed by MAC1 staining
* marks the source's active call; other numbers are inactive results; i = inactive; ? = inconclusive; / = not tested or not shown; + = active, no number.

SMILES	Insulin prom up	Insulin prom up cell count	Myeloid diff 2	Myeloid diff 2 GFP+ MAC1+ %	human PMI inhibition	b-catenin transl	b-catenin transl cell count 5 µM	Hep lipid drop	Hep lipid drop cells 6.5 µM	T cell modulator	T cell modulator vesicle-bound %	Dynein cargo inh	Dynein cargo inh cytoplasmic EGFP	Dynein cargo inh nuclear GR-EGFP	Dynein cargo inh cell count	TNAP activation fold	MT stabilize HCS	MT stabilize HCS Hoechst-high %	MT stabilize HCS cytotoxicity %
CCCCOc1ccc(N2C(=O)CC(NCc3ccncc3)C2=O)cc1 (stereo not drawn)	0.56	1068	i	0.3	-12.4%	0.4	1131	-7.3	735	i	55.0	-0.357	-0.345	-0.165	0.72	1	2.9	2.3	6.8
COCC(C)NC(=O)c1cc(-c2cccc(OC)c2)on1 (stereo not drawn)	-0.46	1339	i	5.2	-12.6%	-3.2	1013	/	/	i	59.0	-0.389	-0.186	-0.0564	0.148	1	2.5	1.8	10.2
O=C(CSc1nc(C2CCCCC2)nc2ccccc12)NCc1ccco1	0.62	1462	i	0.2	17.8%	0.2	1527	-1.8	716	i	25.6	-2.03	-0.198	-1.08	0.0302	1	3.8	2.4	1.1
CCN(CC)S(=O)(=O)c1ccc(-c2nnc(SCC(=O)Nc3cc(OC)cc(OC)c3)o2)cc1	-0.43	893	i	0.5	1.6%	-9.0	1270	6.9	734	i	51.3	0.159	-0.383	0.125	0.25	1	1.3	1.2	9.4
O=C(c1ccc(Cl)c(Cl)c1)N1CCC(=O)N(C(COCc2cccc(C(F)(F)F)c2)Cc2ccccc2)CC1 (stereo not drawn)	-0.79	929	i	1.9	-6.3%	/	/	-9.5	748	/	/	0.194	-0.252	0.427	0.178	1	5.4	2.2	8.7
COC(=O)c1ccccc1NC(=O)CSc1nncn1C	0.11	1385	i	0.4	-10.4%	-1.4	1143	13.2	679	i	24.6	-0.324	-0.216	0.101	-0.187	1.1	8.6	2.7	6.7
Cc1ccc(NS(=O)(=O)c2ccc(C3CCCCC3)cc2)cc1	-0.16	1335	i	0.0	25.0%	1.4	1132	-5.9	528	i	0.4	-0.662	-0.257	-0.0473	0.206	1.1	4.0	1.3	12.3
COc1ccc(CCNC(=O)CCCCCn2c(SCC(N)=O)nc3cc4c(cc3c2=O)OCO4)cc1OC	-0.32	1135	i	0.5	-4.1%	-5.0	1154	-4.4	659	i	45.5	1.04	-0.32	0.523	0.0379	1.1	2.8	2.8	5.7
O=C1NC2(CCCCCCC2)C(=O)N1Cc1ccc(F)cc1	-0.13	1426	i	0.4	/	-1.7	1171	-3.5	709	i	9.0	-0.46	-0.258	-0.126	0.183	/	/	/	/
CCc1nnc(NC(=O)c2ccc(Cl)nc2)s1	0.63	1610	i	0.5	-14.3%	-1.5	1000	-12.3	659	i	29.7	-0.527	-0.363	-0.254	1.14	0.9	1.6	2.8	3.2
CCOc1cc2[nH]c(=S)n(CCC(=O)NCc3ccco3)c(=O)c2cc1OCC	0.12	1159	i	0.7	11.8%	0.4	1074	6.0	690	i	38.7	-0.365	-0.233	-0.517	1.12	1	1.8	2.1	5.9
Cc1cc(Br)c(NC(=O)c2c(-c3c(Cl)cccc3Cl)noc2C)c(Br)c1	0.95	1443	i	0.8	/	-1.6	1214	5.7	759	+	5.1*	-0.448	-0.23	-0.487	0.497	/	/	/	/
Cc1cc(N/N=C/c2ccccc2O)nc(-c2ccccc2O)n1	-0.67	1236	i	0.3	38.7%	-0.4	1041	11.5	680	i	4.9	0.627	-0.288	0.226	-0.16	2.3	1.9	2.7	3.6
CC(C)C(=O)NC(=S)Nc1ccccc1N1CCN(C(=O)c2ccccc2)CC1	0.29	1637	i	0.4	5.4%	-4.3	1082	-3.4	645	i	48.7	-0.243	-0.303	-0.249	0.436	1.1	5.2	1.2	12.6
CN(C)c1ccc(NC(=O)C(=O)C2C(=O)Nc3ccccc32)cc1 (stereo not drawn)	0.54	1358	i	1.1	/	-1.1	1301	15.1	685	i	47.2	0.954	-0.217	0.16	-0.23	/	/	/	/
CCOc1ccc(C(=O)N/N=C/c2c(C)[nH]c(=O)[nH]c2=O)cc1	/	/	/	/	/	0.0	1319	17.6	737	i	35.9	-0.966	1.3	0.342	0.38	/	/	/	/
COCCCNc1nc2ccccc2nc1NS(=O)(=O)c1ccc(C)c(C)c1	-0.19	1081	i	1.8	/	0.8	1317	-6.3	710	i	26.2	0.578	-0.185	0.242	-0.499	/	/	/	/
COc1cc(OC)c(C(=O)Nc2ccc(N(C)C)cc2)cc1OC	-0.27	1179	i	1.4	7.7%	-2.8	1357	-16.0	742	i	39.7	0.339	0.0846	0.466	-0.0243	1.1	1.9	1.0	3.9
Cc1c(NC(=O)Cc2cccs2)cccc1[N+](=O)[O-]	1.39	1586	i	0.1	-14.1%	2.1	916	-4.6	536	i	25.0	-0.475	-0.347	0.304	0.228	1.2	7.7	1.7	8.9
CC(C)Oc1c(N2CCOCC2)c(=O)c1=O	-0.4	1001	i	1.1	/	-0.3	1322	13.8	844	i	43.3	-0.123	-0.25	0.376	0.362	/	/	/	/
Cc1cc(OCC(=O)NCCN2CCOCC2)ccc1Br	-0.91	1207	i	1.3	2.9%	/	/	2.4	747	i	49.5	-0.622	-0.274	-0.389	0.13	1.1	2.8	2.2	2.6
O=S(=O)(Nc1nc2ccccc2nc1NCc1ccco1)c1ccccc1	0.2	1309	+	1.3*	-0.9%	/	/	15.3	740	i	14.0	1.34	-0.253	0.408	0.167	1.2	5.2	3.4	8.4
CCOC(=O)c1c(NC(=O)c2ccc(Br)o2)sc(C)c1CC	-1.48	1176	i	0.4	11.2%	-2.6	977	/	/	i	31.9	3.92	-0.0654	2.59	-1.73	1.2	3.2	1.5	11.5
CN1/C(=C\C=C2/SC(=S)NC2=O)C(C)(C)c2ccccc21	/	/	+	10.8*	19.0%	15.3	782	-32.1	615	i	55.6	-1.88	25.3	2.35	0.272	0.6	19.1	1.2	17.4
CCCCOC(=O)CSc1nnc(-c2cc(OC)c(OC)c(OC)c2)o1	-0.1	1653	i	0.9	8.1%	1.4	1353	/	/	i	27.9	-0.811	-0.327	-0.29	1.28	1.1	4.0	4.2	8.0
Cn1c(=O)[nH]c(=O)c2c1nc(N1CCCC1)n2CCCSc1nnnn1-c1ccccc1	-0.07	1233	i	0.2	-4.6%	-3.4	606	-1.4	632	i	24.1	0.0985	-0.181	0.153	-0.0191	1	2.5	2.1	0.4
O=C(Cc1ccc(Br)cc1)Nc1ccc(Cl)cc1	0.09	1235	i	0.3	3.1%	-2.8	1075	-0.1	707	i	32.7	0.424	-0.303	0.136	0.789	0.9	3.7	2.6	3.3
O=C(N/N=C/c1cc([N+](=O)[O-])ccc1O)c1ccncc1	0.35	1463	i	0.4	/	-1.5	1223	2.2	683	i	19.5	0.441	-0.275	0.153	0.371	/	/	/	/
CC(=O)c1sc(NC(=O)C=C(C)C)nc1C	0.91	1306	i	0.9	11.7%	/	/	11.5	720	i	34.2	0.829	-0.206	0.717	-0.875	1.1	2.0	2.0	8.0
COC(=O)c1ccc2nc(NC(=O)C(C)C)sc2c1	-1.08	1240	i	0.1	-10.1%	0.5	1124	-4.1	739	i	60.2	0.395	-0.232	0.126	0.0922	1.1	2.9	1.7	0.9
O=C(Nc1cc(F)cc(F)c1)c1ccc(NCCc2ccccc2)c([N+](=O)[O-])c1	/	/	i	1.4	3.9%	1.9	1080	-4.6	608	i	43.4	-1.66	5.07	0.716	0.746	0.8	2.5	1.8	3.4
COc1ccccc1C(=O)Oc1ccc2c(c1)O/C(=C\c1ccncc1)C2=O	/	/	i	0.5	4.0%	1.3	1054	-24.9	675	i	49.1	0.887	-0.0411	0.555	-1.1	0.9	2.0	2.8	11.0
CCOC(=O)c1[nH]c2c(c1-c1ccc(OC)cc1)C(=O)CC(c1ccc(OC)c(OC)c1)C2 (stereo not drawn)	?	/	i	1.4	12.6%	3.4	514	7.7	678	i	53.2	-1.73	0.518	0.0255	4.77	1.1	3.4	3.5	5.8
C[C@@H]1CC=C[C@H]2[C@H]1C(=O)N(Cc1ccccc1)[C@H]2c1ccc(-c2ccc(N(C)C)cc2)cc1F	/	/	i	0.8	/	-1.7	1192	10.1	740	i	40.3	-0.321	-0.631	-0.189	-0.249	/	/	/	/
